Assay outcomes from PubChem.
Jurkat NFkB inh: inhibitors of induced NF-kB luciferase reporter, primary screen, TCR NF-kB activation inhibitor project, cell-based, luminescence, uHTS; Jurkat, PMA/ionomycin-induced NF-kB luciferase reporter; inhibition, % at 4 µM; 330,000 compounds, 0.53% hits; AID 435003, 2010
SENP8 block: SENP8 protease inhibitors, primary screen, biochemical, luminescence. AID 2540, 2010. purified SENP8, Z-RLRGG-aminoluciferin cleavage. Sentrin-specific protease 8 (Homo sapiens), Q96LD8. 330,000 compounds, 1.2% hits. inhibition, % at 10 µM
Target sequence (Q96LD8 whole entry, looked up): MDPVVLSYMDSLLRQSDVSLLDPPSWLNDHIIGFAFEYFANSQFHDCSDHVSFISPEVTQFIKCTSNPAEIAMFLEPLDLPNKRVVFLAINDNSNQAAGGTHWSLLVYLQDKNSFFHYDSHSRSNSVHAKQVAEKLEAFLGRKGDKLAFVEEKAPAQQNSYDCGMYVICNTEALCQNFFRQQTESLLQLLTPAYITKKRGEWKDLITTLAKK
697 NFkB inh: inhibitors of PMA/ionomycin-induced NF-kB reporter, 697 cells, primary screen, B-cell NF-kB inhibitor project, cell-based, luminescence, uHTS | 697 B-cell NF-kB luciferase reporter, 16 h | inhibition, % at 4 µM | 330,000 compounds, 0.33% hits | AID 435022, 2010; in the data active = inhibition above about 35%
SENP7 inh: SENP7 protease inhibitors, primary screen, biochemical, luminescence, uHTS; AID 434973, 2010; inhibition, % at 5 µM; Sentrin-specific protease 7 (Homo sapiens), Q9BQF6; recombinant SENP7, Z-RLRGG-aminoluciferin luminescence, 40 min; 330,000 compounds, 1.5% hits;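 active = inhibition above about 50% at the single test dose, limit read from the data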;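 also: plate controls were DMSO with enzyme for no effect and no enzyme buffer wells for full effect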
Target sequence (Q9BQF6 706-1050 limits assumed): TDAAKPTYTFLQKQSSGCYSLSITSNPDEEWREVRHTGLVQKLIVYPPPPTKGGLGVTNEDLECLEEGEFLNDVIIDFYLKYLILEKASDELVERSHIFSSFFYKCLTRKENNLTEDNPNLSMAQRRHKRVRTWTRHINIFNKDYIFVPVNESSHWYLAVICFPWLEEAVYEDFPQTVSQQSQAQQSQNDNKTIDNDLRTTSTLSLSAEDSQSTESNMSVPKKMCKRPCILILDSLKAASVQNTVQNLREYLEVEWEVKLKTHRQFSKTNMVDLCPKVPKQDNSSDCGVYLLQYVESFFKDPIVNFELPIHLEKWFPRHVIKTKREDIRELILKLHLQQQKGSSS
Apaf1 inhib: inhibitors of human Apaf-1 apoptosome, primary screen, biochemical, DEVD-Rh110 fluorescence, uHTS. inhibition, % at 20 µM. AID 489030, 2010. reconstituted apoptosome caspase-3 activity. 330,000 compounds, 0.71% hits; active = inhibition of at least 40% at 20 µM;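 also: plate controls were DMSO wells for no effect and DEVD-CHO caspase inhibitor wells for full effect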
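detection = Rh110 fluorescence intensity | test system = biochemical Apaf-1 apoptosome reconstitution | also added = cytochrome c and DEVD-Rh110 substrate | schedule = 30 min plus 50 min, RT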
HKDC1 inh: HKDC1 hexokinase inhibitors, primary screen, biochemical, fluorescence, uHTS; 340,000 compounds, 0.16% hits; Q2TB90; AID 493160, 2011; inhibition, % at 20 µM; recombinant HKDC1, G6PDH/diaphorase resazurin coupled fluorescence;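 active = inhibition above about 35% when tested at 20 µM, limit read from the data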;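 also: plate controls were DMSO wells with enzyme for no effect and DMSO wells lacking enzyme for full effect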
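Assay system: recombinant HKDC1 hexokinase; detection: coupled resazurin fluorescence, excitation 525 nm, emission 613 nm; benchmarks: DMSO-plus-enzyme-mix negative control, buffer-substituted positive control; compound dosing: single 20 µM dose; schedule: 90 min at room temperature in dark; also added: glucose plus 1 mM ATP as hexokinase substrates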
Gli-Sufu block: Gli-Sufu pathway antagonists, primary screen, luciferase luminescence, Sufu-KO-LIGHT cells, uHTS; Sufu-KO-LIGHT fibroblasts, Gli luciferase reporter luminescence; inhibition, % at 5 µM; 340,000 compounds, 0.74% hits;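 active = inhibition above about 55%, limit read from the data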;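 also: 0% = DMSO-treated cells and 100% = wells with medium but no cells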
UBC13 inh: UBC13 polyubiquitin chain formation inhibitors, primary screen, biochemical, TR-FRET, uHTS; Ubiquitin-conjugating enzyme E2 N (Homo sapiens), P61088; inhibition, % at 20 µM; AID 485273, 2010; 330,000 compounds, 0.47% hits; in the data active = inhibition above about 45%, passing the limit was not always enough
Target sequence (P61088 whole entry, looked up): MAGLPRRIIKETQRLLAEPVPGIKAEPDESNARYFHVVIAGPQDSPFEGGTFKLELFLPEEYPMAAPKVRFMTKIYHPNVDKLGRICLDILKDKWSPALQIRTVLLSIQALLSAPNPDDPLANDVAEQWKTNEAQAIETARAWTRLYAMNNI
* hit, by the source's call; · = not tested or not shown. Rule as the data show it, unless noted: active = inhibition above about 50%; inactive = the rest. Hits appear at their usual frequency; 3.6% or so of the library scored in one or more.

Each structure is followed by: Jurkat NFkB inh, SENP8 block, 697 NFkB inh, SENP7 inh, Apaf1 inhib, HKDC1 inh, Gli-Sufu block, UBC13 inh
1) Cc1c(C(=O)N2CCN(c3ccccc3)CC2)oc2c(F)cccc12
 : -14, 0, -27, 3, 22, -1, 4, -6
2) O=S1(=O)N=C(N(CCO)/N=C/c2ccccc2)c2ccccc21
 : 2, -1, 13, -3, 4, -7, 4, 0
3) Cc1cc(NCc2ccccn2)n2ncc(-c3ccc(Cl)cc3)c2n1
 : -84, -3, -114, 4, 7, -10, -83, 11
4) COc1ccc(N2CCN(C(=O)c3cc(=O)c4cc(C)ccc4o3)CC2)cc1
 : -9, 4, 19, -2, 5, 1, 12, 3
5) Cc1c(OC(=O)c2ccc([N+](=O)[O-])cc2)c2c(c[n+]1C)COC(C)(C)OC2
 : -5, 8, 12, 6, -5, 3, -46, -6
6) Cc1cccc(C)c1NC(=O)COC(=O)c1cccc2c1C(=O)c1ccccc1C2=O
 : -8, -9, -30, -3, 19, 0, 6, -29
7) COc1cc(CC(=O)OCC(=O)Nc2cc(S(=O)(=O)N3CCCC3)ccc2Cl)cc(OC)c1OC
 : 8, -4, 3, 8, 19, 0, -6, -11
8) Cc1noc(C)c1COc1cccc(C(=O)OCCOc2ccc(F)cc2)c1
 : 6, 0, 20, 1, 19, -1, 0, 16
9) Cc1ccc(NC(=O)c2ccc(OC(=O)COc3ccc(Cl)c(C)c3)cc2)cc1
 : -91, -1, -116, -7, -2, -10, -74, -11
10) O=C(CCCCCN1C(=O)[C@@H]2Cc3ccccc3CN2C1=O)Nc1ccccc1Cl
 : 5, 7, -12, 6, 11, 3, -13, -5
11) C=CCOc1c(Br)cc(/C=C2/C(=O)ON=C2C)cc1OC
 : 11, -3, 7, 1, 3, 6, -32, 1
12) O=C(N[C@@H](Cc1ccccc1)C(=O)OCc1ccccc1)c1nc[nH]c1C(=O)NC(c1ccccc1)c1ccccc1
 : -7, -4, 1, 13, 20, -3, 0, -35
13) C=CCC[C@H](Cc1ccc(F)cc1)C(=O)OC[C@H]1CCCN1C(=O)[C@@H](CC=C)CC(=O)NCCO
 : 0, -3, 2, 12, 0, 4, 2, 15
14) O=C(COc1ccc(Cl)cc1Cl)NC(=O)N1CCCCC1
 : -79, -19, -99, -12, -13, 4, -73, 0
15) CCOc1ccc(NC(=O)CCNC(=O)c2ccc(Br)cc2)cc1
 : -22, -9, -1, 1, 9, 3, -6, 3

The list continues.
| nr | mol | Jurkat NFkB inh | SENP8 block | 697 NFkB inh | SENP7 inh | Apaf1 inhib | HKDC1 inh | Gli-Sufu block | UBC13 inh |
| --- | --- | --- | --- | --- | --- | --- | --- | --- | --- |
| 16 | COCCn1c(SCC(=O)c2cc(C)n(C)c2C)nc2ccccc2c1=O | -10 | 0 | 6 | 0 | 5 | -4 | -26 | 14 |
| 17 | CCOc1cc(NC(=S)NCC(C)C)c(OCC)cc1NC(=O)c1cccs1 | -7 | -4 | -19 | 5 | 7 | -4 | 10 | -8 |
| 18 | O=C(Nc1ccccc1N1CCOCC1)c1cc(-c2ccncc2)nc2ccccc12 | 2 | -2 | 19 | 1 | 6 | -2 | -2 | 0 |
| 19 | CCOC(=O)C1CCN(C(C(=O)NC2CCCC2)c2ccc(C)cc2)CC1 (configuration not stated) | 16 | 13 | -3 | 1 | 5 | -5 | 4 | 1 |
| 20 | CS(=O)(=O)N(CC(=O)N1CCN(Cc2ccccc2)CC1)c1ccccc1Br | -12 | -11 | -18 | 12 | -6 | -1 | · | -4 |
| 21 | CCOC(=O)c1c(C)c2c(n1C)CCC/C2=N\O | 0 | 0 | -6 | 0 | -9 | -4 | -7 | 79* |
| 22 | COc1ccc(NC(=O)C(NC(=O)c2ccc(=O)[nH]c2)c2ccccc2)cc1 (configuration not stated) | 3 | -10 | 12 | -5 | 2 | -6 | -5 | -12 |
| 23 | COC(=O)c1ccc(COn2nnc3ccccc32)cc1 | -108 | 37 | -2 | 52* | -3 | -4 | -65 | 6 |
| 24 | Cc1ccc(NC(=O)CCC(=O)NNC(=O)COc2ccccc2)cc1C | 4 | -10 | 5 | -18 | 15 | 14 | 2 | -8 |
| 25 | Cc1occc1-c1nnc(SCC(=O)NC(=O)NC(C)C)n1N | -15 | -5 | 12 | 1 | -1 | -3 | -3 | 4 |
| 26 | COCCn1c(SCC(=O)Nc2ccc(S(=O)(=O)N(C)C)cc2)nc2ccccc21 | 4 | 2 | 2 | 0 | -11 | -8 | 3 | -2 |
| 27 | N#Cc1ccc(S(=O)(=O)N2CCN(Cc3cccs3)CC2)cc1 | 4 | -9 | 17 | 3 | 3 | -2 | 0 | 0 |
| 28 | COc1cc(C(=O)NCC(c2ccco2)N2CCc3ccccc32)cc(OC)c1OC (configuration not stated) | 2 | -9 | -14 | 15 | 11 | 5 | -2 | -4 |
| 29 | COc1ccc(C(C)=O)cc1CN1C(=O)NC2(CCCC2)C1=O | -17 | 2 | 1 | 8 | -4 | -14 | 0 | 1 |
| 30 | CC1CCN(C(=O)c2ccc([N+](=O)[O-])o2)CC1 | 16 | 9 | 4 | 4 | -8 | -3 | -15 | -2 |
| 31 | O=[N+]([O-])c1ccc(NNS(=O)(=O)c2cc(Cl)ccc2Cl)nc1 | -6 | -14 | 2 | -5 | 9 | 0 | 10 | -29 |

Exported with one line to a screen: part of the list above
17: CCOc1cc(NC(=S)NCC(C)C)c(OCC)cc1NC(=O)c1cccs1
18: O=C(Nc1ccccc1N1CCOCC1)c1cc(-c2ccncc2)nc2ccccc12
19: CCOC(=O)C1CCN(C(C(=O)NC2CCCC2)c2ccc(C)cc2)CC1 (configuration not stated)
20: CS(=O)(=O)N(CC(=O)N1CCN(Cc2ccccc2)CC1)c1ccccc1Br
21: CCOC(=O)c1c(C)c2c(n1C)CCC/C2=N\O
22: COc1ccc(NC(=O)C(NC(=O)c2ccc(=O)[nH]c2)c2ccccc2)cc1 (configuration not stated)
23: COC(=O)c1ccc(COn2nnc3ccccc32)cc1

| Assay by compound | 17 | 18 | 19 | 20 | 21 | 22 | 23 |
| --- | --- | --- | --- | --- | --- | --- | --- |
| Jurkat NFkB inh | -7 | 2 | 16 | -12 | 0 | 3 | -108 |
| SENP8 block | -4 | -2 | 13 | -11 | 0 | -10 | 37 |
| 697 NFkB inh | -19 | 19 | -3 | -18 | -6 | 12 | -2 |
| SENP7 inh | 5 | 1 | 1 | 12 | 0 | -5 | 52* |
| Apaf1 inhib | 7 | 6 | 5 | -6 | -9 | 2 | -3 |
| HKDC1 inh | -4 | -2 | -5 | -1 | -4 | -6 | -4 |
| Gli-Sufu block | 10 | -2 | 4 | · | -7 | -5 | -65 |
| UBC13 inh | -8 | 0 | 1 | -4 | 79* | -12 | 6 |

Part of the list above, as labelled records.
[30] CC1CCN(C(=O)c2ccc([N+](=O)[O-])o2)CC1
  Jurkat NFkB inh: 16
  SENP8 block: 9
  697 NFkB inh: 4
  SENP7 inh: 4
  Apaf1 inhib: -8
  HKDC1 inh: -3
  Gli-Sufu block: -15
  UBC13 inh: -2
[31] O=[N+]([O-])c1ccc(NNS(=O)(=O)c2cc(Cl)ccc2Cl)nc1
  Jurkat NFkB inh: -6
  SENP8 block: -14
  697 NFkB inh: 2
  SENP7 inh: -5
  Apaf1 inhib: 9
  HKDC1 inh: 0
  Gli-Sufu block: 10
  UBC13 inh: -29
